# From PubChem BioAssay
# TDP1 block – qHTS Assay for Inhibitors of Tyrosyl-DNA Phosphodiesterase (TDP1); recombinant TDP1, AlphaScreen DNA substrate cleavage; Potency, µM (top dose mostly 130 µM), without a hit: at the top dose activity change, negative = inhibition, actives largely listed as inhibitors; 350,000 compounds, 0.28% hits; AID 485290, 2010; also: nearly all actives have a fitted effect of over 40% in size
#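 E. coli-derived human Tdp1, 1 nM final. Cpd preinc 15 min RT; substrate 15 nM final, 5 min RT; AS bead mix 10 ug/ml final, 10 min RT. Signal loss = tyrosine-FITC cleavage. No-enzyme wells = max signal.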
# DT40 TDP1 no CPT – qHTS for Inhibitors of human tyrosyl-DNA phosphodiesterase 1 (TDP1): qHTS in cells in absence of CPT | 420,000 compounds, 15% hits | DT40 Tdp1-/- hTDP1 cells, no CPT, ATP luminescence, 48 h | Potency, µM (titrated, usually from 46.2 µM), for the others: at the top dose activity change, negative = growth inhibition, actives largely listed as inhibitors; also: nearly all actives have a fitted effect of over 55% in size
#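 Camptothecin absent (DMSO only). Human TDP1-complemented DT40 knockout cells, 400 cells/well, 37 °C for minimum 48 hr; ATP measured via CellTiter-Glo, 30 min dark incubation, luminescence.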
# GCN5L2 inh – qHTS Assay for Inhibitors of GCN5L2 | Histone acetyltransferase KAT2A (Homo sapiens), Q92830 | GCN5L2 HAT assay, ThioGlo1 CoA-SH fluorescence | Potency, µM (titrated, usually from 58.9 µM), inactives show at the top dose activity change, negative = inhibition, hits mostly inhibitors | 390,000 compounds, 0.21% hits | AID 504327, 2011
# Target sequence (Q92830 whole entry, looked up): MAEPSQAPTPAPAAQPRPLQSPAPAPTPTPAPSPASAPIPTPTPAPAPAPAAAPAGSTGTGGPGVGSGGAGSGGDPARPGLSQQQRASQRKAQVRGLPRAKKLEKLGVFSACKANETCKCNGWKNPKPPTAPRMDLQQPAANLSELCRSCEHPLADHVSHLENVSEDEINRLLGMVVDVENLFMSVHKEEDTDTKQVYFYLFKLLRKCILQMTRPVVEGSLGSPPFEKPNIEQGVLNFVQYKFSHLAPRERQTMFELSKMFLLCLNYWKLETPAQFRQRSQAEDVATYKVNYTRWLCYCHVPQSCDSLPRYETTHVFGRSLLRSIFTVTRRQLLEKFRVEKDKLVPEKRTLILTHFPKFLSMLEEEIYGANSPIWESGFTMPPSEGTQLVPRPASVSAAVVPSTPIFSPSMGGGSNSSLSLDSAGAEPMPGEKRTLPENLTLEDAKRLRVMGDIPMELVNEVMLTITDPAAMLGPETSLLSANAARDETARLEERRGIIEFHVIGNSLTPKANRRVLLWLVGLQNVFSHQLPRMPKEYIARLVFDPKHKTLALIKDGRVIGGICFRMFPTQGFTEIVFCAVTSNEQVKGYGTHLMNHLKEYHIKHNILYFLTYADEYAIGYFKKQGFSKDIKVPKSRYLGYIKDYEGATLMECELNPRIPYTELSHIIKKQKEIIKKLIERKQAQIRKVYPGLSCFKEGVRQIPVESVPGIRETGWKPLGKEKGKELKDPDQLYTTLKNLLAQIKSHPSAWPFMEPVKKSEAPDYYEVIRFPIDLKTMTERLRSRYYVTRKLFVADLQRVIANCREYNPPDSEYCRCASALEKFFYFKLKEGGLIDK
#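 Free CoA generated was detected with ThioGlo1 (50uM) fluorescence at Ex340nm/Em540nm, read immediately and after 20 min at room temperature. Enzyme, 20 nM in HEPES pH 7.5 buffer, saw compounds 15 min before adding 75uM H3(1-25) peptide and 70uM acetyl-CoA.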
# The depositor's hits bear a star; ? = inconclusive; nt = no result given; & = joins results of further samples; [ ] = dose if it differs, or a comment. Calls follow the shape of the dose curve; as a rule, active = well fitted curve in the direction sought with a large enough effect; inconclusive = small, poorly fitted or top-dose-only effect, or another doubt; inactive = no such curve, though single readings can be large; an effect the other way counts as inactive or inconclusive. % is scaled to controls: 0 for no effect and ±100 for the full control effect; potency is read from the fitted curve at half-maximal effect.
cpd	mol	GCN5L2 inh	TDP1 block	DT40 TDP1 no CPT
1	O=C1C=C(Nc2ccc(Cl)cc2Cl)CC(c2ccco2)C1 (centres undefined)	-14%	-3%	4.1µM*
2	O=C(CC1CCCC1)N1CCN(S(=O)(=O)c2ccccc2)CC1	2%	1%	-12%
3	O=C1CCC(C(=O)N2CCCCCC2)CN1Cc1cccc(C(F)(F)F)c1 (centres undefined)	-6%	3%	1%
4	O=C(N/N=C/c1ccc(N2CCOCC2)s1)c1ccccc1Cl	-13%	-3%	-20%
5	Cc1ccc(Nc2ccc(C(=O)NCCc3ccccc3)cn2)cc1	-4%	0%	-9%
6	O=C(O)c1ccccc1S(=O)(=O)CC(=O)N1CCCCC1	-6%	nt	-1%
7	Cc1cc(=O)[nH]c(N/N=C/c2sccc2C)n1	-7%	-2%	7%
8	CCn1c(=O)cc(N2CCOCC2)[nH]c1=O	-3%	-3%	4%
9	Cc1nc2nc(C)c(CCC(=O)N3CCc4ccccc43)c(C)n2n1	-4%	5%	-20%
10	O=S(=O)(c1cccc(-c2nnc3n2CCCCC3)c1)N1CCOCC1	-3%	1%	-8%
11	COc1cccc(N2CCN(C(=O)c3cc4c(=O)oc5ccc(C)cc5c4s3)CC2)c1	1%	8%	?
12	Cc1cc(Cl)cc(Cl)c1OCCN1CCCC1	-2%	nt	7%
13	COc1ccc(-n2c(=O)c(-c3cccc(F)c3)nc3cncnc32)cc1	-8%	nt	2%
14	C=CCO/N=C(\C)c1c(O)c(C)c(-c2ccccc2)n(-c2ccccc2)c1=O	-6%	6%	5%
15	Cc1cccc(-c2nn(-c3ccccc3)cc2C(=O)Nc2cccc(S(=O)(=O)NC3=NCCC3)c2)c1	-3%	1%	?
16	COc1ccc(/C=C2\SC(=S)N(CC(=O)OCC(=O)Nc3ccc([N+](=O)[O-])cc3OC)C2=O)cc1	-17%	2%	0%
17	Cc1ccc(/C=C/C(=O)Nc2ccc(S(=O)(=O)Nc3ncccn3)cc2)cc1	-5%	-2%	-22%
18	NC(=O)c1ccc(C[C@H](C(=O)O)N2C(=O)c3ccc(C(=O)O)cc3C2=O)cc1	-2%	3%	nt
19	CCCCOc1ccc(CNC(=O)c2cnc3sc(N4CCCC4)nn3c2=O)cc1	-1%	6%	?
20	COc1ccc(-n2nc(C(=O)NCC(=O)NCCN(C)C)c3ccccc3c2=O)c(OC)c1	-16%	nt	6%
21	O=C(c1ccccc1OCc1ccccc1Br)N1CCN(c2ncccn2)CC1	-6%	4%	?
22	O=C(NC1CCCC1)C1CCN(C(=O)c2ccc(Cl)cc2Cl)CC1	0%	7%	-1%
23	CC1(C)Cc2c(c(=S)nc(-c3ccccc3)n2Cc2cccnc2)CO1	0%	-10%	-6%
24	CCc1ccccc1Nc1nc2ccccc2n1CC	10%	-3%	?
25	COc1cc(CN2CCNC(=O)C2CC(=O)NCCc2ncccc2C)cc(OC)c1 (centres undefined)	1%	-3%	-16%
26	COC(=O)[C@H](CC(C)C)NC(=O)Cn1cnc2c(OCc3ccccc3)ncnc21	-7%	0%	4%
27	COC(=O)Cn1c2ccc(C)cc2c2nc3ccccc3nc21	-6%	nt	11%
28	CCOC(=O)C1(C)Oc2ccccc2C(c2ccc(OC)cc2)=C1C(=O)OC (centres undefined)	-11%	-8%[56.1 µM]	?
29	COc1ccc2c(c1)Cc1sc(NC(=O)c3ccccc3)nc1-2	0%	8%	?
30	COC(=O)c1ccc(C)c(NC(=O)CN(c2ccc3c(c2)OCO3)S(C)(=O)=O)c1	nt	7%	16%
31	COc1ccc(NC(=O)NCc2ccccn2)cc1	-6%	-4%[56.1 µM]	-7%
32	CC(=O)NC(C)c1nc2ccccc2n1Cc1ccccc1F (centres undefined)	-1%	-1%	?
33	COC(=O)C(O)(NC(=O)NC(C)=O)C(F)(F)F (centres undefined)	-4%	-6%	5%
34	COc1cccc(/C=C2\N=C(C3CCCCC3)OC2=O)c1OC	-1%	-2%	-12%
35	CC1CCCC(C)N1C(=O)COC(=O)CCC(=O)c1ccc(F)cc1 (centres undefined)	0%	1%	?
36	O=C1CSc2ccccc2N1Cc1ccc(F)cc1	-9%	0%	-29%
37	CC(=O)OC1C(OC(C)=O)N(C(C)=O)C(=O)N1C(C)=O (centres undefined)	-5%	7%	1%
38	CCN1CCN(c2cc(C)c3cc(NC(=S)N4CCN(c5ccccc5F)CC4)ccc3n2)CC1	-3%	8%	-1%
39	CCOc1ccc(NC(=O)CC(Cc2ccc(Cl)cc2)C(=O)O)cc1 (centres undefined)	-2%	nt	-16%
40	CC(=O)c1cccc(NC(=O)CN2C(=O)CN(C)C(=O)c3ccccc32)c1	-12%	0%	16%
41	COC(=O)COc1ccc2c(-c3ccc(OC)cc3)cc(=O)oc2c1	-3%	6%	-2%
42	Cc1cccc([C@@H]2[C@@H]3C(=O)N(Cc4ccccc4)C(=O)[C@@H]3[C@]3(CC(C)C)C(=O)N(c4cccc(F)c4)C(=O)N23)c1	-17%	-3%	?
43	Cc1cc2oc(C(=O)Nc3ccc(S(=O)(=O)Nc4nccs4)cc3)cc(=O)c2cc1Cl	18%	0%	16%
44	Cc1cc(=O)n2nc(N3CCCC3C(=O)NCc3ccccn3)sc2n1 (centres undefined)	0%	4%	-4%
45	Cc1cc(NC(=O)c2cc(-c3ccc(Cl)c(Cl)c3)on2)n(-c2ccccc2)n1	-1%	-1%	-23%
46	O=C1ON=C(c2ccccc2)/C1=C/c1cccnc1	-6%	5%	-5%
47	CS(=O)(=O)c1ccccc1-c1nnc(NC(=O)c2ccc(S(=O)(=O)N3CCCC3)cc2)o1	-2%	-8%	-3%
48	Cc1ccc(C(=O)N(CC(=O)NC2CCCC2)Cc2cccs2)s1	-5%	0%	-27%
49	COc1ccccc1NS(=O)(=O)c1ccc(OC)c(OC)c1	-2%	-1%	-22%
50	CC(=O)Nc1ccc(NC(=O)CSc2nccn2Cc2ccc(Cl)cc2)cc1	4%	7%	-18%
51	CCc1ccc(CN2CCC(n3nccc3NC(=O)c3ccccc3C)CC2)cc1	-3%	0%	?
52	COc1cccc(N2C(=O)C(CC(=O)Nc3ccc(F)cc3)N(C3CCCCC3)C2=O)c1 (centres undefined)	-1%	2%	-15%
53	CCOc1ccc(NC(=O)CCc2c(C)nc3c(c(C)nn3-c3ccccc3)c2C)cc1	-5%	3%	-22%
54	NC(=O)CC(NC(=O)Cc1ccc(Br)cc1)c1ccc(N2CCCCCCC2)c([N+](=O)[O-])c1 (centres undefined)	1%	nt	-23%
55	COc1ccccc1C(=O)N/C(=C\c1cn(C)c2ccccc12)C(=O)N1CCOCC1	-5%	5%	?
56	COc1ccc(C(=O)Nc2ccc(-c3cn4ccsc4n3)cc2)cc1S(=O)(=O)N1CCOCC1	-1%	2%	-29%
57	CCOc1ccc2oc(C(=O)OCC(=O)NC3CCCC3)c(C)c2c1	0%	-10%	-10%
58	CC1(NC(=O)NCc2ccccc2)CCS(=O)(=O)C1 (centres undefined)	-3%	-3%	7%
59	Cc1cc(C)n2nc(SC(C)C(=O)N3CCCC3)nc2n1 (centres undefined)	0%	-4%	6%
60	COc1ccc2nc(C)cc(Nc3ccccc3O)c2c1	-6%	1%	?

# (listing goes on)
cpd	mol	GCN5L2 inh	TDP1 block	DT40 TDP1 no CPT
61	O=C1N(Cc2ccc(F)cc2)CCN1c1ccc(F)cc1	2%	-3%	-1%
62	NC(=O)C1CCN(C(=O)Nc2ccccc2)CC1	4%	7%	-7%
63	COc1cccc(N2CCN(Cc3nnc(-c4ccc5c(c4)OCO5)o3)CC2)c1	0%	-2%	-27%
64	COc1ccc(-n2c(C)cc(C(=O)COc3ccc(-n4cnnn4)cc3)c2C)cc1	-1%	1%	?
65	CCOCCCNC(=O)c1cn(C)c2ccc(S(=O)(=O)N3CCCC3)cc2c1=O	-2%	3%	13%
66	O=C(CSc1nc(C(F)(F)F)cc(=O)[nH]1)Nc1cccc2ccccc12	3%	-5%[0.505 µM]	-28%
67	O=C(COC(=O)CCNS(=O)(=O)c1ccc2c(c1)OCCO2)NC1CCCc2ccccc21 (centres undefined)	-13%	-1%	-25%
68	CCOC(=O)c1c(CC(C)C)csc1NC(=O)COC(=O)c1ccc(O)cc1	-7%	-14%[0.505 µM]	18µM*
69	COc1ccccc1CCC(=O)Nc1ccc(OC)c(S(=O)(=O)N2CCOCC2)c1	-4%	1%	8%
70	CCOc1ccc(CCNC(=O)C2CCN(c3ccc(N4CCOCC4)nn3)CC2)cc1OCC	-6%	1%	?
71	O=C1Nc2ccc(Br)cc2C1=C1CCCCC1	-8%	nt	23µM*
72	CCOc1cccc(CNn2cnnc2)c1OCc1ccccc1	-5%	9%	-2%

# Sorted by number of heavy atoms (smallest number first): some entries from above.
cpd	mol	GCN5L2 inh	TDP1 block	DT40 TDP1 no CPT
62	NC(=O)C1CCN(C(=O)Nc2ccccc2)CC1	4%	7%	-7%
45	Cc1cc(NC(=O)c2cc(-c3ccc(Cl)c(Cl)c3)on2)n(-c2ccccc2)n1	-1%	-1%	-23%
65	CCOCCCNC(=O)c1cn(C)c2ccc(S(=O)(=O)N3CCCC3)cc2c1=O	-2%	3%	13%
64	COc1ccc(-n2c(C)cc(C(=O)COc3ccc(-n4cnnn4)cc3)c2C)cc1	-1%	1%	?
56	COc1ccc(C(=O)Nc2ccc(-c3cn4ccsc4n3)cc2)cc1S(=O)(=O)N1CCOCC1	-1%	2%	-29%
42	Cc1cccc([C@@H]2[C@@H]3C(=O)N(Cc4ccccc4)C(=O)[C@@H]3[C@]3(CC(C)C)C(=O)N(c4cccc(F)c4)C(=O)N23)c1	-17%	-3%	?

# Next entries follow:
cpd	mol	GCN5L2 inh	TDP1 block	DT40 TDP1 no CPT
73	Cc1ccc(S(=O)(=O)N[C@@H](C)C(=O)OCC(=O)N2c3ccccc3NC(=O)C2(C)C)cc1	-10%	0%	-1%
74	CCOC(=O)c1c(C)c(C(=O)NC2CCCCCC2)c(C)n1C	-2%	4%	-31%
75	COc1cccc(CC(=O)OCC(=O)NC2(C#N)CCCC2)c1	-2%	0%	-6%
76	C/C(=N\OCC(=O)Nc1ccc(Br)cc1)c1cccs1	-13%	-5%	?
77	c1ccc(Cn2nnc(CNc3ccccc3)c2-c2c(CNc3ccccc3)nnn2Cc2ccccc2)cc1	?	1%	?
78	Cc1nc2sccn2c(=O)c1S(=O)(=O)Nc1ccc(N2CCOCC2)c(Cl)c1	-17%&-9%	5%	29µM*
79	CCCCc1cc(=O)oc2cc(O)ccc12	?	5%	?
80	Cc1cccc(N(C(=O)c2snc(C(N)=O)c2N)C(C(=O)NCC2CCCO2)c2ccc(N(C)C)cc2)c1 (centres undefined)	-2%	7%	?
81	CCOc1ccc(C2C(C(=O)c3cccs3)=C(O)C(=O)N2CCCn2ccnc2)cc1 (centres undefined)	-7%	1%	3%
82	CCC1(c2ccccc2)NC(=O)N(CC(=O)Nc2ccc(S(N)(=O)=O)cc2)C1=O (centres undefined)	1%	5%	2%
83	C=CCn1c(=O)c2c(nc3n2CCCN3CCc2ccc(OC)c(OC)c2)n(C)c1=O	-6%	nt	-27%
84	N#Cc1ccc(COC(=O)CSc2nnc(C3CCCCC3)n2N)cc1	-4%	-6%	-17%
85	COc1ccc(/C=C/C(=O)OCC(=O)Nc2cc3oc4ccccc4c3cc2OC)cc1	-9%	3%	nt
86	Cc1cccc(N(C)S(=O)(=O)c2nnc(NC(=O)c3ccco3)s2)c1	-2%	5%	-6%
87	COc1cccc2c1Oc1nc(-c3ccccc3)nc(SCC(=O)N3CCCCC3)c1C2	-6%	-1%	?
88	Cc1ccccc1C(C(=O)NCc1ccco1)N(CC1CCCO1)C(=O)Cn1nnc2ccccc21 (centres undefined)	0%	1%	-28%
89	CCOC(=O)c1cnc2c(Cl)c(Cl)ccc2c1Nc1ccc(N(C)C)cc1	1%	nt	?
90	O=C(O)CC1(CC(=O)Nc2ccc(F)c(Cl)c2)CCCCC1	-8%	1%	-24%
91	O=C(OCC(=O)N1CCCCCC1)c1cccs1	0%	4%	-13%
92	Nc1ccc2c(c1)COC2=O	1%	0%	-13%
93	CCN(CC)S(=O)(=O)c1cc(C(=O)OCC(=O)Nc2ccc(-c3nc4ccc(C)cc4s3)cc2)ccc1F	2%	-3%	?
94	COc1ccccc1C1NC(c2ccc3c(c2)OCO3)=CC(c2cc(Cl)ccc2O)N1 (centres undefined)	nt	3%	4µM*
95	N#C/C(=C\c1cccs1)C(=O)Nc1nccs1	6%	3%	2.9µM*
96	CCOC(=O)C1=NNC(C(=O)c2ccccc2)C1c1ccc(Cl)cc1 (centres undefined)	-12%	nt	-3%
97	C=CCNC(=O)/C(C#N)=C/c1cn(-c2ccccc2)nc1-c1cccs1	?	3%	?

# An excerpt; count on the stated rates, not on these rows.
